Source: PubChem BioAssay (several laboratories)
GPR7 antagonist: GPR7 receptor antagonists, primary screen, cell-based, fluorescence, single concentration | inhibition, % at 4.4 µM | AID 1861, 2009 | GPR7-expressing cells, fluorescence antagonist assay | 1.1% of 290,000 active; in the data active = inhibition above about 16%, passing the limit was not always enough;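 note: cells stimulated with the agonist NPW; 0% = agonist with vehicle and 100% = vehicle without agonist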
GalR3 antagonist: GalR3 antagonists in HEK293 cells, primary screen, cell-based, fluorescence readout. Galanin receptor type 3 (Homo sapiens), O60755. HEK293 GalR3-CNG cAMP membrane potential fluorescence; galR3 body fused to GalR1 C-terminus. inhibition, % at 3 µM. 0.44% of 360,000 active. AID 651719, 2012;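 active = inhibition above the screen-wide average plus 3 SD, cut at about 13% in these data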;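 note: forskolin and galanin both at EC90 stimulate the cells; cAMP rise reported by CNG channel membrane potential dye signal; 0% = forskolin plus galanin with DMSO and 100% = forskolin alone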
NALP1 yeast inh: NALP1 inflammasome inhibitors in reconstituted yeast, colorimetric, S. cerevisiae, triplicate retest; 0.61% of 280,000 active; S. cerevisiae NALP1/ASC/caspase-1 growth, X-gal OD620, 72 h; inhibition, % at 10 µM; AID 2071, 2009; in the data active = inhibition mostly above about 24%, no sharp cut-off; inactive = mostly below about 32%; note: some compounds called inactive have numbers as strong as hits
MEKK2wt PB1 HTS: modulators of MEK5 binding to wildtype MEKK2, primary screen, biochemical, multiplex bead flow cytometry, Alexa488-MEK5. Mitogen-activated protein kinase kinase kinase 2 (Homo sapiens), Q9Y2U5. binding response (% of control), % at 10 µM. Alexa488-MEK5 binding to MEKK2 WT; actives lie on both sides. AID 1531, 2009. 1.1% of 290,000 active; in the data active = binding response below about 67% or above about 130%
PHOSPHO1 block: PubChem AID 1565. recombinant PHOSPHO1, absorbance phosphatase assay. 1.1% of 290,000 active. Phosphoethanolamine/phosphocholine phosphatase (Homo sapiens), Q8TCT1. inhibition, % at 13.3 µM; in the data active = inhibition above about 60%
Target sequence (Q8TCT1 whole entry, looked up): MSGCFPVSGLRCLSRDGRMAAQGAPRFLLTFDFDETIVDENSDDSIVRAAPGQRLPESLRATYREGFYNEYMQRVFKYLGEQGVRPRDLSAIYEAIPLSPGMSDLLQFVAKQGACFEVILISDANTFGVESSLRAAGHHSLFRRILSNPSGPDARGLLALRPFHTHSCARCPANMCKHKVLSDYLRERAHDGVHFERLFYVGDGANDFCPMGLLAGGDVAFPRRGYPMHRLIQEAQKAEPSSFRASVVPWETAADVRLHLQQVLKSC
OXTR ag: human OXTR agonists, primary screen, fluorescence, CHO-OTR cells, Fluo-8 calcium; Oxytocin receptor (Homo sapiens), P30559; Fluo-8 calcium fluorescence; normalized: DMSO 0%, oxytocin 100%; activation, % at 3 µM; 0.32% of 320,000 active; AID 2435, 2010;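 active = activation above the mean of all tested compounds plus 3 SD, cutoff set per screening run, cut at about 20% in these data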;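 note: peak over basal fluorescence ratio from a 100 s FLIPR kinetic read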
Target sequence (P30559 whole entry, looked up): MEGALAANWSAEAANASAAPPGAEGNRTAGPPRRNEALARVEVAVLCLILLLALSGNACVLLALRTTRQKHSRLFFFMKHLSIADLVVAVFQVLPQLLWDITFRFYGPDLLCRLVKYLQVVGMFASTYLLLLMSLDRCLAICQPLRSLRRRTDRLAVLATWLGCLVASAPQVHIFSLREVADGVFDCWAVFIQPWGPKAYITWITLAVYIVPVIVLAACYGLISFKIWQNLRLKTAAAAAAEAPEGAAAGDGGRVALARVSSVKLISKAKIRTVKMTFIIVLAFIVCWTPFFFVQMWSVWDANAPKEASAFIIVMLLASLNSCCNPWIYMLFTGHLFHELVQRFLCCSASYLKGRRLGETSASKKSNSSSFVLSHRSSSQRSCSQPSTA
MEKK2mut PB1 HTS: MEK5 binding signal on mutant MEKK2 PB1, primary screen, biochemical, multiplex bead flow cytometry, Alexa488-MEK5; Alexa488-MEK5 binding to MEKK2 mutant; percent response, % at 10 µM; 0.35% of 290,000 active; AID 1530, 2009; in the data active = percent response above about 24%, passing the limit was not always enough; note: inactives centre near 1; some results filed as inactive read as strong as hits; reference of the scale not given here
MEKK3 PB1 HTS: modulators of MEKK3-MEK5 PB1 binding, primary screen, biochemical, wildtype MEKK3, multiplex bead flow cytometry, Alexa488-MEK5. binding response (% of control), % at 10 µM. bead-based flow cytometry, Alexa488-MEK5 binding to MEKK3; actives lie on both sides; 0 = blocked by unlabeled MEK5, 100 = vehicle. 1.4% of 290,000 active;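 active = binding response more than 3 SD above or below the average of its plate-row segment, actives on both sides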;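 note: Alexa488 bead fluorescence after subtracting the streptavidin-only scavenger bead signal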
V1aR counter: agonists of human V1a receptor, primary screen, counter-screen for OXTR agonist project, fluorescence, CHO-V1R cells; Vasopressin V1a receptor (Homo sapiens), P37288; 0.25% of 320,000 active; activation, % at 3 µM; Fluo-8 calcium fluorescence, agonist mode; 0% DMSO, 100% 3 nM vasopressin;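 active = activation above the mean activation of all tested compounds plus 3 SD, per screening run, cut at about 20% in these data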;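 note: signal is peak over basal fluorescence ratio across a 100 second FLIPR read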
Target sequence (P37288 whole entry, looked up): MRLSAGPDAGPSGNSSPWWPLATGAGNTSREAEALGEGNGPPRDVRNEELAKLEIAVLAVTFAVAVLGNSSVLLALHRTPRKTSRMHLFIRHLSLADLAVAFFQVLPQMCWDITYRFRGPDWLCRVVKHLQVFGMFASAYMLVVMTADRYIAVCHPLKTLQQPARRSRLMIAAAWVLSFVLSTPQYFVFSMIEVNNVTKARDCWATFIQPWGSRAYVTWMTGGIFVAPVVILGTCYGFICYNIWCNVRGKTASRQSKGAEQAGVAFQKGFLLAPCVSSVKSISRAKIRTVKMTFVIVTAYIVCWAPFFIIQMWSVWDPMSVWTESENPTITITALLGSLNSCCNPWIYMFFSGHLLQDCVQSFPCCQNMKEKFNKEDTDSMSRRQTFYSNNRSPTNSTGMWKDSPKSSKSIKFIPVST
* marks the source's active call; other numbers are inactive results. Rows are unselected; overall some 5.4% were active at least once.

COc1ccc2[nH]c(=O)c(CN(Cc3ccccc3OC)Cc3nnnn3CC3CCCO3)cc2c1 (configuration not stated) was read as GPR7 antagonist -14, GalR3 antagonist 2, NALP1 yeast inh 18, MEKK2wt PB1 HTS 105, PHOSPHO1 block 14, OXTR ag 0.7, MEKK2mut PB1 HTS 3, MEKK3 PB1 HTS 100 and V1aR counter 0.3.
Screening CCCCNS(=O)(=O)c1ccc2nc(-c3cccnc3)cc(C(=O)NCCCOC)c2c1 returned GPR7 antagonist 3, GalR3 antagonist 5, NALP1 yeast inh 1, MEKK2wt PB1 HTS 88, PHOSPHO1 block 11, OXTR ag -1.5, MEKK2mut PB1 HTS -4, MEKK3 PB1 HTS 92 and V1aR counter -0.7.
`Cc1ccc(O)c(-c2[nH]ncc2C(=O)c2ccc(Cl)cc2)c1` gave GPR7 antagonist 1, GalR3 antagonist -9, NALP1 yeast inh -1, MEKK2wt PB1 HTS 102, PHOSPHO1 block 35, OXTR ag 1.9, MEKK2mut PB1 HTS 6, MEKK3 PB1 HTS 109 and V1aR counter 4.7.
For CC(C)CN(C)C(=O)CCc1nnc(Cc2ccc(-c3ccccc3)cc2)o1 the results were GPR7 antagonist 13, GalR3 antagonist 0, NALP1 yeast inh 14, MEKK2wt PB1 HTS 85, PHOSPHO1 block 27, OXTR ag 2.8, MEKK2mut PB1 HTS -9, MEKK3 PB1 HTS 93 and V1aR counter 6.7.
`CC1CN(C(=O)C2CC2)C(C)CN1C(=O)C1CC1` (configuration not stated) gave GPR7 antagonist -4, GalR3 antagonist 5, NALP1 yeast inh 13, MEKK2wt PB1 HTS 105, PHOSPHO1 block 6, OXTR ag 0.6, MEKK2mut PB1 HTS 6, MEKK3 PB1 HTS 101 and V1aR counter 0.9.
`COc1ccccc1N1CCN(Cc2nc(-c3ccc(F)cc3)oc2C)CC1` gave GPR7 antagonist -1, GalR3 antagonist -3, NALP1 yeast inh 22, MEKK2wt PB1 HTS 98, PHOSPHO1 block 46, OXTR ag -0.3, MEKK2mut PB1 HTS 8, MEKK3 PB1 HTS 94 and V1aR counter 0.9.
For CCN(CC)C(=O)C1CCCN(Cc2ccc3ccccc3c2)C1 (configuration not stated) the results were GPR7 antagonist -7, GalR3 antagonist -4, NALP1 yeast inh 22, MEKK2wt PB1 HTS 109, PHOSPHO1 block 25, OXTR ag 0.8, MEKK2mut PB1 HTS 7, MEKK3 PB1 HTS 104 and V1aR counter 0.5.
For CN(C(=O)c1ccc2nccnc2c1)C1CCCCC1 the results were GPR7 antagonist -11, GalR3 antagonist -2, NALP1 yeast inh 12, MEKK2wt PB1 HTS 93, PHOSPHO1 block 15, OXTR ag -0.4, MEKK2mut PB1 HTS -12, MEKK3 PB1 HTS 93 and V1aR counter 0.8.
O=C(CCn1c(=O)[nH]c2ccsc2c1=O)N(CCc1ccccc1)Cc1ccccc1 was read as GPR7 antagonist 5, GalR3 antagonist -3, NALP1 yeast inh 4, MEKK2wt PB1 HTS 104, PHOSPHO1 block -3, OXTR ag -2.5, MEKK2mut PB1 HTS 0, MEKK3 PB1 HTS 103 and V1aR counter 0.5.
For CC1Cc2cc(/C(O)=C3\C(=O)C(=O)N(Cc4cccnc4)C3c3ccccc3F)ccc2O1 (configuration not stated) the results were GPR7 antagonist 14, NALP1 yeast inh 29, MEKK2wt PB1 HTS 93, PHOSPHO1 block 31, OXTR ag 0.3, MEKK2mut PB1 HTS -9, MEKK3 PB1 HTS 92 and V1aR counter 1.3.
Screening CCN(CC)C(NC(=O)Cc1ccccc1)C(Cl)(Cl)Cl (configuration not stated) returned GPR7 antagonist 2, GalR3 antagonist 0, NALP1 yeast inh 2, MEKK2wt PB1 HTS 105, PHOSPHO1 block 24, OXTR ag -0.4, MEKK2mut PB1 HTS 1, MEKK3 PB1 HTS 105 and V1aR counter -0.6.
`CN(C)C(=O)c1ccc(NC(=O)c2cncc(Br)c2)cc1` gave GPR7 antagonist 6, GalR3 antagonist -1, NALP1 yeast inh 0, MEKK2wt PB1 HTS 100, PHOSPHO1 block -8, OXTR ag 0.6, MEKK2mut PB1 HTS -1, MEKK3 PB1 HTS 100 and V1aR counter 1.8.
Nc1ccc(C(=O)OCC(=O)Nc2ccc3c(c2)OCO3)cc1[N+](=O)[O-] was read as GPR7 antagonist 10, GalR3 antagonist 0, NALP1 yeast inh 10, MEKK2wt PB1 HTS 104, PHOSPHO1 block -1, OXTR ag 7.3, MEKK2mut PB1 HTS -3, MEKK3 PB1 HTS 99 and V1aR counter 2.4.
`O=C(NCC(=O)N1CCN(c2ccccc2O)CC1)c1ccccc1` gave GPR7 antagonist -11, GalR3 antagonist -2, NALP1 yeast inh -4, MEKK2wt PB1 HTS 97, PHOSPHO1 block 19, OXTR ag 4.6, MEKK2mut PB1 HTS -1, MEKK3 PB1 HTS 98 and V1aR counter 3.1.
For O=C1CC(c2ccccc2)CC(O)=C1C=NCc1ccc(Cl)cc1 (configuration not stated) the results were GPR7 antagonist -6, GalR3 antagonist -2, NALP1 yeast inh 17, MEKK2wt PB1 HTS 98, PHOSPHO1 block 27, OXTR ag -1.2, MEKK2mut PB1 HTS -1, MEKK3 PB1 HTS 98 and V1aR counter 0.1.
Screening Nc1ccc(N2CCN(C(=O)c3ccco3)CC2)cc1 returned GPR7 antagonist 1, GalR3 antagonist -5, NALP1 yeast inh 2, MEKK2wt PB1 HTS 105, PHOSPHO1 block -97, OXTR ag 0.0, MEKK2mut PB1 HTS 4, MEKK3 PB1 HTS 93 and V1aR counter -1.1.
CCN(CC)c1ccc(/C=C/C(=O)c2ccc(Br)cc2)cc1 was read as GPR7 antagonist 7, GalR3 antagonist -4, NALP1 yeast inh 35, MEKK2wt PB1 HTS 344*, PHOSPHO1 block -6, OXTR ag 143*, MEKK2mut PB1 HTS 431*, MEKK3 PB1 HTS 111 and V1aR counter 154*.
For COc1cc(NC(=O)c2ccc(Cl)cc2)c(OC)cc1NC(=O)CN1CCOCC1 the results were GPR7 antagonist -2, GalR3 antagonist 1, NALP1 yeast inh -12, MEKK2wt PB1 HTS 100, PHOSPHO1 block -6, OXTR ag -1.0, MEKK2mut PB1 HTS -1, MEKK3 PB1 HTS 100 and V1aR counter -0.3.
Cc1nc(N2CCCCC2)c2c(C)c(C(=O)Nc3cccc(C(F)(F)F)c3)sc2n1 was read as GPR7 antagonist -8, GalR3 antagonist -4, NALP1 yeast inh 2, MEKK2wt PB1 HTS 116, PHOSPHO1 block -10, OXTR ag -0.4, MEKK2mut PB1 HTS -4, MEKK3 PB1 HTS 106 and V1aR counter 1.5.
O=C(Nc1ccccc1F)c1ccc(Cn2cc(Br)cn2)cc1 was read as GPR7 antagonist 1, GalR3 antagonist -3, NALP1 yeast inh 8, MEKK2wt PB1 HTS 102, PHOSPHO1 block 51, OXTR ag 3.3, MEKK2mut PB1 HTS 0, MEKK3 PB1 HTS 101 and V1aR counter 9.1.
`CN(C(=S)NC1=CCS(=O)(=O)C1)C1CCCCC1` gave GPR7 antagonist -9, GalR3 antagonist -4, NALP1 yeast inh 32, MEKK2wt PB1 HTS 92, PHOSPHO1 block 31, OXTR ag 0.1, MEKK2mut PB1 HTS -4, MEKK3 PB1 HTS 96 and V1aR counter -0.7.
Screening COc1ccc(CCNc2nc3ccccc3n3nnnc23)cc1OC returned GPR7 antagonist -10, GalR3 antagonist 2, NALP1 yeast inh -1, MEKK2wt PB1 HTS 116, PHOSPHO1 block -11, OXTR ag 1.6, MEKK2mut PB1 HTS 14, MEKK3 PB1 HTS 114 and V1aR counter 1.8.
`O=C(CSc1cccc2cccnc12)N/N=C/c1cccc(O)c1` gave GPR7 antagonist 16, GalR3 antagonist -5, NALP1 yeast inh 6, MEKK2wt PB1 HTS 99, PHOSPHO1 block 32, OXTR ag 4.5, MEKK2mut PB1 HTS 0, MEKK3 PB1 HTS 100 and V1aR counter 3.6.
CC1Cc2ccccc2N1C(=O)CSc1nnc(-c2ccccc2)c(-c2ccccc2)n1 (configuration not stated) was read as GPR7 antagonist -15, GalR3 antagonist -6, NALP1 yeast inh 5, MEKK2wt PB1 HTS 97, PHOSPHO1 block -23, OXTR ag -0.8, MEKK2mut PB1 HTS 5, MEKK3 PB1 HTS 101 and V1aR counter -0.9.
Screening O=C(NC1CCCC1)C1CCN(C(=O)Nc2cccc(Cl)c2)CC1 returned GPR7 antagonist 7, GalR3 antagonist -4, NALP1 yeast inh 5, MEKK2wt PB1 HTS 110, PHOSPHO1 block 23, OXTR ag 0.5, MEKK2mut PB1 HTS 6, MEKK3 PB1 HTS 106 and V1aR counter 2.2.
O=C(CCS(=O)(=O)c1cc(Br)cc2c1N(C(=O)C1CC1)CC2)N1CCN(c2ccccn2)CC1 was read as GPR7 antagonist -12, GalR3 antagonist -2, NALP1 yeast inh 2, MEKK2wt PB1 HTS 99, PHOSPHO1 block 8, OXTR ag -0.6, MEKK2mut PB1 HTS -3, MEKK3 PB1 HTS 97 and V1aR counter -1.2.
For CC(NC(=O)c1ccc(Br)o1)C1CCCO1 (configuration not stated) the results were GPR7 antagonist -11, GalR3 antagonist -4, NALP1 yeast inh 9, MEKK2wt PB1 HTS 109, PHOSPHO1 block -17, OXTR ag 0.5, MEKK2mut PB1 HTS 7, MEKK3 PB1 HTS 108 and V1aR counter 1.1.
Screening O=C(CCC1COc2ccccc2O1)N1CCCC1 (configuration not stated) returned GPR7 antagonist -3, GalR3 antagonist 4, NALP1 yeast inh -18, MEKK2wt PB1 HTS 97, PHOSPHO1 block 4, OXTR ag -0.1, MEKK2mut PB1 HTS -4, MEKK3 PB1 HTS 93 and V1aR counter -0.4.
Screening O=C(Nc1ccccc1Cc1ccccc1)c1ccncc1 returned GPR7 antagonist 3, GalR3 antagonist 1, NALP1 yeast inh 11, MEKK2wt PB1 HTS 108, PHOSPHO1 block 25, OXTR ag -0.8, MEKK2mut PB1 HTS 8, MEKK3 PB1 HTS 105 and V1aR counter -1.0.

Three structures out of the list, arranged by formula weight, rising.
For CC(NC(=O)c1ccc(Br)o1)C1CCCO1 (configuration not stated) the results were GPR7 antagonist -11, GalR3 antagonist -4, NALP1 yeast inh 9, MEKK2wt PB1 HTS 109, PHOSPHO1 block -17, OXTR ag 0.5, MEKK2mut PB1 HTS 7, MEKK3 PB1 HTS 108 and V1aR counter 1.1.
Screening O=C(NC1CCCC1)C1CCN(C(=O)Nc2cccc(Cl)c2)CC1 returned GPR7 antagonist 7, GalR3 antagonist -4, NALP1 yeast inh 5, MEKK2wt PB1 HTS 110, PHOSPHO1 block 23, OXTR ag 0.5, MEKK2mut PB1 HTS 6, MEKK3 PB1 HTS 106 and V1aR counter 2.2.
O=C(CCS(=O)(=O)c1cc(Br)cc2c1N(C(=O)C1CC1)CC2)N1CCN(c2ccccn2)CC1 was read as GPR7 antagonist -12, GalR3 antagonist -2, NALP1 yeast inh 2, MEKK2wt PB1 HTS 99, PHOSPHO1 block 8, OXTR ag -0.6, MEKK2mut PB1 HTS -3, MEKK3 PB1 HTS 97 and V1aR counter -1.2.
